mIAP activ: activators of mouse IAP, primary screen, biochemical, luminescence, uHTS | intestinal alkaline phosphatase [Mus musculus] | muIAP, CDP-Star luminescence, 30 min; active compounds read high; 1 = vehicle-only enzyme signal, 0 = enzyme-free wells | activation factor at 10 µM | hit rate 0.24% among 330,000 | AID 2805, 2010;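 active = activation factor of at least 2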; also: the source names both 10 and 20 µM as test concentration; values of inactives mirror those of a sister screen read the other way
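Assay system: mouse IAP enzyme / Compound: DMSO-dissolved test compounds / Timing: 30 min, room temperature / Measured by: luminescence from enzymatic CDP-Star hydrolysis / Control set: DMSO-only wells, enzyme-free buffer wells as negative control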
APOBEC3A inh: APOBEC3A ssDNA deaminase inhibitors, primary screen, selectivity assay for APOBEC3G inhibitor project, biochemical, FAM/TAMRA oligo cleavage fluorescence; recombinant A3A, FAM/TAMRA ssDNA deamination fluorescence; inhibition, % at 20 µM; hit rate 0.41% among 330,000;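 active = at least 40% inhibition at 20 µM here, with at most 30% in a related deaminase screen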;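 also: plate controls were A3A with DMSO for no effect and wells lacking A3A enzyme for full effect; some results filed as inactive read as strong as hits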
Target sequence (P31941 whole entry, looked up): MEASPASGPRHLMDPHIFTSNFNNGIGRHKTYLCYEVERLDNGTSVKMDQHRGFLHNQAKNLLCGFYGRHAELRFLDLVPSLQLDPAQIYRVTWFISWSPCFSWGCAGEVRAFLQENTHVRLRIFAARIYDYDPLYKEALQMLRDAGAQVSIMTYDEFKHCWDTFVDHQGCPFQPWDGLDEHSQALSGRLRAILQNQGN
SENP1 inh: human SENP1 catalytic domain inhibitors, primary screen, biochemical, FRET, uHTS; Sentrin-specific protease 1 (Homo sapiens), Q9P0U3; hit rate 0.21% among 360,000; inhibition, % at 10 µM; recombinant SENP1 catalytic domain, CyPet-SUMO1-YPet FRET cleavage;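 active = inhibition at least 30% at 10 µM, raw YFP signal under a set limit, fluorescence ratio 0.5 to 1.5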;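 also: 0% = enzyme with DMSO and 100% = no enzyme wells; some results filed as inactive read as strong as hits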
Target sequence (Q9P0U3 419-644 limits assumed): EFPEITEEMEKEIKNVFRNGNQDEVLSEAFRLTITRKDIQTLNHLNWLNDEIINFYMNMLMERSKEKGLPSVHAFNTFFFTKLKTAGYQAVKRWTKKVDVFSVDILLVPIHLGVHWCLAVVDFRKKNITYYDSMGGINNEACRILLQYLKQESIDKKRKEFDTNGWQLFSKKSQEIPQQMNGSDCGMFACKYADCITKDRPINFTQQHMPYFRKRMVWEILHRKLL
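Test system: human SENP1 catalytic domain; medium: Tris pH 8 buffer plus EDTA, NaCl, BME, BSA, NP40, catalase; incubation: 50 min reaction at room temperature; technique: FRET, CFP and YFP emission; controls: no-enzyme low control and enzyme-plus-DMSO high control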
hIAP block: human IAP inhibitors, primary screen, biochemical, luminescence, uHTS; inhibition, % at 10 µM; purified IAP, CDP-Star luminescence, 30 min; hit rate 0.12% among 330,000;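 active = inhibition reaching a set limit with compound at 10 µM in the primary screen, cut at about 35% in these data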;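 also: plate controls were DMSO wells with enzyme for no effect and no-enzyme buffer wells for full effect; values of inactives mirror those of a sister screen read the other way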
A3G deaminase: APOBEC3G DNA deaminase inhibitors, primary screen, biochemical, fluorescence, single-stranded DNA substrate, uHTS | hit rate 0.28% among 330,000 | DNA dC->dU-editing enzyme APOBEC-3G (Homo sapiens), Q9HC16 | recombinant A3G, ssDNA deamination FAM/TAMRA fluorescence | inhibition, % at 20 µM | AID 493012, 2011;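 active = inhibition of at least 40% at 20 µM, with no more than 30% in the related APOBEC3A deaminase screen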;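 also: plate controls were DMSO wells with A3G for no effect and wells lacking A3G enzyme for full effect; some compounds called inactive have numbers as strong as hits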
Target sequence (Q9HC16 whole entry, looked up): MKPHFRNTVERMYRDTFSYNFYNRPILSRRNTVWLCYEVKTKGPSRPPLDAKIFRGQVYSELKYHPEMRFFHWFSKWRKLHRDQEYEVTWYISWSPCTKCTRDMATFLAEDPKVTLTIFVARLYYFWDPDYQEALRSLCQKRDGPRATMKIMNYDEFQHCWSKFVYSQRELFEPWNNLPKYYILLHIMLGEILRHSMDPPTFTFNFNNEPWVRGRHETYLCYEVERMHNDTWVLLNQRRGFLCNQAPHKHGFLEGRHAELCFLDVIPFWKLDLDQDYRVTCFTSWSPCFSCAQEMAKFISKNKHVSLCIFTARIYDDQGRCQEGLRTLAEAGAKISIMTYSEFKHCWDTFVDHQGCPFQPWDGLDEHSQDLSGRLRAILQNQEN
mIAP inh: inhibitors of mouse IAP, primary screen, biochemical, luminescence, uHTS. intestinal alkaline phosphatase [Mus musculus]. purified mouse IAP, CDP-Star luminescence, 30 min. inhibition, % at 10 µM. hit rate 0.2% among 330,000;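 active = inhibition of at least 40% at 10 µM in the primary screen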;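 also: plate controls were DMSO with enzyme for no effect and no enzyme wells for full effect; values of inactives mirror those of a sister screen read the other way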
hIAP act: human IAP activators, primary screen, biochemical, luminescence, uHTS; hit rate 0.16% among 330,000; activation factor at 10 µM; AID 2524, 2010; Intestinal-type alkaline phosphatase (Homo sapiens), P09923; purified human IAP, CDP-Star luminescence, 30 min; active compounds read high; 1 = vehicle-only enzyme, 0 = enzyme-free background;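 active = activation factor of the enzyme at least 2-fold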; also: the source names both 10 and 20 µM as test concentration; values of inactives mirror those of a sister screen read the other way
NALP3 yeast inh: NALP3 inflammasome inhibitors in reconstituted yeast, primary screen, luminescence, uHTS | Yeast reconstituted NLRP3/ASC/caspase-1, beta-gal luminescence, 24 h | inhibition, % at 10 µM | hit rate 0.39% among 330,000 | AID 2825, 2010;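 active = inhibition of 50% or more; inactive = inhibition below 50%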;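 also: plate controls were induced DMSO wells for no effect and uninduced yeast grown without galactose for full effect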
MIN6 prolif: inducers of MIN6 beta-cell proliferation, primary screen, ATP luminescence, uHTS; AID 2380, 2010; proliferation, % at 10 µM; MIN6 cells proliferation, ATPlite luminescence, 48 h; cells starved in 0.2% serum; 100% = growth in 10% serum; hit rate 0.29% among 330,000;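 active = compounds whose signal lies at least 3.5 SD above the mean of all wells on their plate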;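 also: 0% = DMSO-treated cells in low-serum medium and 100% = 10% serum control; some compounds called inactive have numbers as strong as hits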
* = called active by the depositor. Some of the compounds tested; rates above refer to the full screens.

SMILES | mIAP activ | APOBEC3A inh | SENP1 inh | hIAP block | A3G deaminase | mIAP inh | hIAP act | NALP3 yeast inh | MIN6 prolif
CCCn1c(O)c2ccc(C(=O)N=NC(=O)c3cccnc3)cc2c1O | 1 | 4 | 1 | -6 | 0 | -2 | 1.1 | 14 | 1
COc1cccc(C(=O)O[C@H]2[C@H](C)NS(=O)(=O)[C@H]3C[C@@H]4C=C[C@]23O4)c1 | 1.1 | -3 | 0 | -4 | -10 | -7 | 1 | 9 | 0
CCCCCOc1ccc(C2NC(=O)NC2=O)cc1 (configuration not stated) | 0.96 | 0 | -1 | 8 | -4 | 4 | 0.92 | 8 | 1
CC(C(=O)Nc1cccc([N+](=O)[O-])c1)n1nnc2ccccc21 (configuration not stated) | 1 | 1 | 0 | 6 | 1 | -5 | 0.94 | 9 | 4
NS(=O)(=O)c1ccc(NC(CNS(=O)(=O)c2ccccc2)c2ccccc2)cc1 (configuration not stated) | 1.3 | -7 | -1 | 4 | -18 | -27 | 0.96 | 9 | 3
CC(C)(C)c1cccc(OCCCSc2ncccn2)c1 | 0.92 | 1 | 0 | 0 | -2 | 8 | 1 | -17 | -3
O=C(CCCOc1ccc(Cl)cc1Cl)NNC(=O)C1CCC1 | 1 | -7 | 0 | -47 | -7 | -1 | 1.5 | -5 | -2
COc1ccc(/C=C/C(=O)c2oc3ccc(F)cc3c2C)cc1 | 0.98 | -3 | -97 | 8 | -7 | 2 | 0.92 | -1 | -3
Cc1ccc(S(=O)(=O)NC(C(=O)Oc2cc3oc(=O)cc(C)c3cc2Cl)C(C)C)cc1 (configuration not stated) | 1.1 | -1 | -163 | 7 | -3 | -11 | 0.93 | -25 | 0
CN(Cc1ccccc1)S(=O)(=O)c1ccc(NS(=O)(=O)Cc2ccccc2)cc1 | 0.95 | -1 | 1 | -4 | -4 | 5 | 1 | -1 | -3
CN(C(=O)COC(=O)c1cc(=O)[nH]c2ccccc12)C1CCCCC1 | 1 | 0 | 2 | 3 | -6 | -2 | 0.97 | 16 | 1
[N-]=[N+]=NCC/C=C\C1NS(=O)(=O)OCC1O (configuration not stated) | 0.98 | 2 | 1 | -12 | -4 | 2 | 1.1 | 9 | -1
C=CCOc1ccc(C2C(C(=O)c3ccco3)=C(O)C(=O)N2Cc2cccnc2)cc1 (configuration not stated) | 0.96 | -1 | 0 | -11 | -5 | 4 | 1.1 | 9 | -3
CN(CCO)C1=NS(=O)(=O)c2cc([N+](=O)[O-])ccc21 | 0.94 | -2 | 0 | -9 | -5 | 6 | 1.1 | 9 | 3
Cc1ccccc1Cn1c(=N)n(CC(O)c2ccco2)c2ccccc21 (configuration not stated) | 0.96 | -2 | 2 | 9 | -4 | 4 | 0.91 | -19 | -3

In the list so far, these have a halogen.
SMILES | mIAP activ | APOBEC3A inh | SENP1 inh | hIAP block | A3G deaminase | mIAP inh | hIAP act | NALP3 yeast inh | MIN6 prolif
O=C(CCCOc1ccc(Cl)cc1Cl)NNC(=O)C1CCC1 | 1 | -7 | 0 | -47 | -7 | -1 | 1.5 | -5 | -2
COc1ccc(/C=C/C(=O)c2oc3ccc(F)cc3c2C)cc1 | 0.98 | -3 | -97 | 8 | -7 | 2 | 0.92 | -1 | -3
Cc1ccc(S(=O)(=O)NC(C(=O)Oc2cc3oc(=O)cc(C)c3cc2Cl)C(C)C)cc1 (configuration not stated) | 1.1 | -1 | -163 | 7 | -3 | -11 | 0.93 | -25 | 0

(cont.)
SMILES | mIAP activ | APOBEC3A inh | SENP1 inh | hIAP block | A3G deaminase | mIAP inh | hIAP act | NALP3 yeast inh | MIN6 prolif
C#CCN(N(C)c1ncc(C(F)(F)F)cc1Cl)S(=O)(=O)c1ccc2ccccc2c1 | 0.94 | 5 | -3 | -8 | -4 | 6 | 1.1 | 4 | -3
Cn1c(CCCOc2ccc(Cl)cc2Cl)nnc1SCC(=O)Nc1ccc(F)c(Cl)c1 | 0.77 | -2 | 1 | 3 | -12 | 23 | 0.97 | 8 | -4
CCn1c(=O)c2sccc2n(CC(=O)NCCC2=CCCCC2)c1=O | 0.96 | -3 | 1 | 7 | -9 | 4 | 0.93 | 21 | -2
CC(C)(C)C1(c2ccccc2)NC(=O)N(CC(=O)N2CCOCC2)C1=O (configuration not stated) | 1 | -5 | 1 | 8 | -7 | -3 | 0.92 | 20 | -3
COc1ccccc1N(CC(=O)NC1CC2CCC1C2)S(=O)(=O)c1ccc(C)cc1 (configuration not stated) | 1 | -2 | -1 | -7 | -9 | -4 | 1.1 | 3 | -1
O=S(=O)(NCCCSc1ccccc1)c1ccccc1F | 1 | 3 | 1 | 17 | -6 | -3 | 0.83 | 41 | 2
COCCNC(=S)N1CCC(c2nc(-c3ccc(F)cc3)no2)CC1 | 0.95 | 0 | 1 | -2 | -7 | 5 | 1 | -1 | 0
Cc1nnc(NC(=O)CSc2nnc3ncccn23)s1 | 0.93 | 5 | 1 | 0 | -2 | 7 | 1 | -3 | -2
COCCNS(=O)(=O)c1ccccc1 | 1 | 1 | 3 | 7 | -1 | -3 | 0.93 | -14 | -2
COc1cc(NC(=O)CCNS(=O)(=O)c2ccc3c(c2)CCC(=O)N3)cc(OC)c1 | 0.94 | 0 | 0 | -5 | -4 | 6 | 1 | 9 | 1
CCCn1ncc(C(=O)N(C)C2CCCN(Cc3ccccc3F)C2)c1C (configuration not stated) | 0.93 | -5 | -4 | -22 | -10 | 7 | 1.2 | -2 | 0
CC(=O)Nc1ccc(S(=O)(=O)NCC2CCC(C(=O)NCc3ccccc3)CC2)cc1 (configuration not stated) | 0.97 | 4 | 1 | -5 | -1 | 3 | 1.1 | 25 | 2
COc1cc2cccc(OC)c(=O)c2c(O)c1OC | 1.1 | 7 | 0 | -22 | 6 | -13 | 1.2 | 34 | -2
Cc1ccc(S(=O)(=O)NC(=O)Nc2ccc(C)cn2)cc1 | 0.95 | 1 | 2 | 10 | -7 | 5 | 0.9 | 6 | 1
Nc1c(C(=O)c2ccccc2)sc2snc(SCC(=O)c3ccccc3)c12 | 0.77 | -6 | 21 | -20 | 4 | 23 | 1.2 | 25 | -3
O=C(COC(=O)c1ccc(Sc2ccccc2)c([N+](=O)[O-])c1)NC1CCS(=O)(=O)C1 (configuration not stated) | 0.96 | -3 | 1 | -15 | -5 | 4 | 1.2 | -2 | -1
CCN1CCN(c2ccc(S(=O)(=O)N3CCCCC3)cc2NC(=O)Cc2ccc(Cl)c(Cl)c2)CC1 | 1 | -2 | -1 | -2 | -11 | -3 | 1 | 0 | -7
Nc1nc(Nc2cccc(F)c2)nc2ccccc12 | 1 | -5 | 1 | -10 | -7 | -1 | 1.1 | 15 | -4
CNc1ccc(C(=O)OCC(=O)NC(=O)NC2CCCC2)cc1[N+](=O)[O-] | 0.91 | -4 | 4 | 9 | -7 | 10 | 0.91 | 29 | -4
CCOc1ccc(NC(=O)CC2C(=O)N(c3ccc(OC)cc3)C(=O)N2CCc2ccc(OC)c(OC)c2)cc1 (configuration not stated) | 1.1 | -4 | -1 | -12 | -7 | -6 | 1.1 | -6 | -2
COc1ccccc1CNc1ncc(-c2ccc(F)cc2)n1C | 1 | -5 | -49 | -8 | -8 | -4 | 1.1 | 19 | 3
O=C(c1cc(-c2ccccc2)nn1-c1ccccc1)N1CCN(S(=O)(=O)c2ccc(F)cc2)CC1 | 0.99 | -1 | 3 | -7 | -12 | 1 | 1.1 | 13 | -7
CCc1cc2cc3c(cc2nc1SCC(=O)OC(C)C)OCO3 | 1 | -4 | -2 | 2 | -9 | -4 | 0.98 | 13 | -3
Cc1cc(C)nc(/N=C(\N)C2=C(O)CC(C)(C)CC2=O)n1 | 1 | 0 | 3 | 11 | -3 | -3 | 0.89 | 15 | 3
CC(C)Cn1c(N)c(C(=O)COC(=O)c2cc3ccccc3cc2O)c(=O)n(C)c1=O | 0.82 | -3 | -4 | 4 | -2 | 18 | 0.96 | -1 | 2
CC1(C)CC(=O)C=C(NCc2ccc(Cl)c(Cl)c2)C1 | 0.98 | 1 | 2 | -8 | -1 | 2 | 1.1 | 3 | -1
COc1ccc(Nc2nnc(-c3ccncc3)s2)cc1Cl | 0.97 | 17 | -4 | -1 | 14 | 3 | 1 | 11 | -5
CCOc1ccc2oc(-c3ccccc3)c(C(N)=O)c2c1 | 0.96 | 0 | 1 | 8 | -5 | 4 | 0.92 | 25 | 1
c1ccc(-n2c(SCC3CCCCO3)nnc2-c2cnccn2)cc1 (configuration not stated) | 0.97 | 0 | 0 | 13 | -7 | 3 | 0.87 | 13 | 1
O=C(Nc1cccnc1)NC1CCCCC1 | 0.96 | 0 | 0 | 6 | -10 | 4 | 0.94 | 6 | 2
O=C(O)c1ccc2c(c1)C(=O)N(C(Cc1ccc(O)cc1)C(=O)O)C2=O (configuration not stated) | 0.85 | -2 | 2 | 2 | -8 | 15 | 0.98 | 9 | 3
O=C(NC1CCCN(Cc2ccc(Cl)cc2)C1)c1ccnc(Cl)c1 (configuration not stated) | 0.93 | 2 | 0 | 16 | 1 | 7 | 0.84 | 9 | 0
CCOc1ccccc1NC(=O)CN(C)S(=O)(=O)c1ccc(OC)c(C)c1 | 1.1 | 1 | -2 | -5 | -1 | -9 | 1.1 | 2 | -2
Cc1cccc(C)c1NC(=S)N(c1ccccc1)C(C)C | 0.97 | -6 | 2 | -35 | -6 | 3 | 1.3 | -14 | -3
CCCc1nc(SCC(=O)NNC(=O)c2ccc(OC)cc2)c2ccccc2n1 | 0.96 | -3 | 2 | -41 | -10 | 4 | 1.4 | 19 | 4
Cc1ccc(S(=O)(=O)CC(c2ccccc2)N2CCCCC2)cc1 (configuration not stated) | 0.95 | -4 | 2 | 26 | -6 | 5 | 0.73 | 0 | 3
O=C(NCc1ccccc1)c1onc(CSc2nc3ccccc3[nH]2)c1C(=O)NCc1ccccc1 | 0.95 | -1 | 2 | -2 | 1 | 5 | 1 | 20 | -8
O=S(=O)(Nc1ncnc2sc3c(c12)CCC3)c1ccc(Cl)s1 | 0.93 | 5 | -95 | -17 | 0 | 7 | 1.2 | -5 | -1
O=C(C1CC1)n1cc(C(=S)N2CCOCC2)c2ccccc21 | 0.89 | -5 | -1 | 9 | -7 | 11 | 0.91 | -7 | -3

Gathered by group: the compounds so far containing a tert-butyl group (2)
SMILES | mIAP activ | APOBEC3A inh | SENP1 inh | hIAP block | A3G deaminase | mIAP inh | hIAP act | NALP3 yeast inh | MIN6 prolif
CC(C)(C)c1cccc(OCCCSc2ncccn2)c1 | 0.92 | 1 | 0 | 0 | -2 | 8 | 1 | -17 | -3
CC(C)(C)C1(c2ccccc2)NC(=O)N(CC(=O)N2CCOCC2)C1=O (configuration not stated) | 1 | -5 | 1 | 8 | -7 | -3 | 0.92 | 20 | -3
